Source: PubChem BioAssay (NCI)
All columns: NCI-60 one-dose screen, growth in % after 48 h at 10 µM unless noted; 100 = growth as untreated, 0 = no growth, -100 = all killed.
NCI-H226 – NCI-H226 lung cancer; 3.5% of 79,000 active; AID 1794732
IGROV1 – IGROV1 ovarian cancer; 4.7% of 79,000 active
SK-OV-3 – SK-OV-3 ovarian cancer cells; AID 1794785; 3.2% of 80,000 active
NCI-H522 – NCI-H522 lung cancer | AID 1794739 | 8% of 78,000 active
NCI-H460 – NCI-H460 lung cancer. 6.8% of 82,000 active
NCI-H322M – NCI-H322M lung cancer | 2.7% of 80,000 active | AID 1794733
COLO 205 – COLO 205 colon cancer; 7.3% of 79,000 active; AID 1794742
NCI/ADR-RES – NCI/ADR-RES ovarian cells. 4.4% of 81,000 active. AID 1794790
NCI-H23 – NCI-H23 lung cancer | 4% of 80,000 active
* marks the source's active call; other numbers are inactive results; nt = no result given; & = joins results of further samples; [ ] = dose if it differs, or a comment. How the source made its calls: active means growth percent below 10; inactive means the rest.

SMILES	NCI-H226	IGROV1	SK-OV-3	NCI-H522	NCI-H460	NCI-H322M	COLO 205	NCI/ADR-RES	NCI-H23
O=C(NCCNc1cc(-c2cn(-c3ccccc3)nc2-c2cccc(O)c2)ccn1)Nc1ccccc1	70.6	67.0	65.1	70.8	86.2	95.3	81.2	75.4	69.4
CCOC(=O)C1=C(C)NC(=O)NC1c1ccc(OCc2cn(-c3ccc(S(N)(=O)=O)cc3)nn2)cc1 (centres undefined)	103.1	94.7	98.6	88.5	100.5	97.6	108.2	100.4	105.6
c1ccc(C(=NNc2nc(-c3ccccc3)cs2)c2ccccc2)cc1	92.6	93.9	90.5	64.3	90.2	98.0	82.7	97.4	95.7
O=C(c1nc2ccccc2[nH]1)C1C(c2ccc(Cl)cc2)C2CC3CCCC[C@H]3N2[C@@]12C(=O)Nc1cc(Cl)ccc12 (some centres undefined)	58.8	32.0	71.4	56.4	23.1	62.2	29.8	50.5	58.6
COc1ccc(-c2cc(C(=O)c3cc(C)c(C)cc3O)cn(NC(=O)OC(C)(C)C)c2=O)cc1	83.7	89.6	70.4	67.3	108.0	87.7	108.4	100.9	89.5
COc1ccc(/C=C/C(=O)Nc2ccc(Cl)cc2C)cc1OC	106.5	102.8	94.0	92.2	107.2	100.5	107.3	106.0	100.5
OCCCc1ccccn1	106.5	114.5	115.4	nt	111.0	127.4	126.6	104.2	104.4
CCOC(=O)C(Cc1ccc(O)cc1)NC(C)=O (centres undefined)	90.2	119.9	111.7	117.8	108.1	112.6	124.1	102.7	102.0
O=C1C=C[C@]2(C[C@@H](c3cccc(C(F)(F)F)c3)O[C@@H](c3cccc(C(F)(F)F)c3)O2)O1	-72.7*	22.3	84.9	-78.8*	1.9*	74.3	12.1	51.3	50.1
CCOc1ccc(/C=C2\CCc3ccccc3C2=O)cc1	111.9	nt	108.1	105.0	103.6	115.4	136.9	93.8	90.5
COc1ccccc1NC(=O)n1c(=O)cc(C)c2ccc(O)cc21	93.5	112.6	100.4	96.2	111.1	103.2	109.5	107.3	101.6
O=C1/C(=C/c2cc(Cl)cc(Cl)c2)Cc2cc3c(cc21)OCO3	104.2	98.5	115.2	101.0	102.8	102.5	121.4	114.0	nt

Compound profiles, as listed above. Values in the order: NCI-H226, IGROV1, SK-OV-3, NCI-H522, NCI-H460, NCI-H322M, COLO 205, NCI/ADR-RES, NCI-H23
`COc1ccc(/C=C/C(=O)Nc2ccc(Cl)cc2C)cc1OC` reads 106.5, 102.8, 94.0, 92.2, 107.2, 100.5, 107.3, 106.0, 100.5
`COc1ccccc1NC(=O)n1c(=O)cc(C)c2ccc(O)cc21` reads 93.5, 112.6, 100.4, 96.2, 111.1, 103.2, 109.5, 107.3, 101.6
`CCOc1ccc(/C=C2\CCc3ccccc3C2=O)cc1` reads 111.9, nt, 108.1, 105.0, 103.6, 115.4, 136.9, 93.8, 90.5

Additional compounds:
SMILES	NCI-H226	IGROV1	SK-OV-3	NCI-H522	NCI-H460	NCI-H322M	COLO 205	NCI/ADR-RES	NCI-H23
O=C1CSC(=S)N1c1ccc(Br)cc1	82.2	89.6	96.8	54.4	74.4	111.2	97.3	71.2	64.0
CCN(CC)Cc1cc(-c2cncc(Cl)c2N2CCC3(CCNC3=O)CC2)ccc1O	78.8	74.5	89.3	75.7	100.3	105.1	97.0	92.2	105.5
CCCSc1ccc(NC(=S)Nc2ccc(SCCC)cc2)cc1	97.2	42.0	119.1	nt	116.9	94.7	121.2	107.7	109.9
CN1CCC(=C2c3ccccc3C(O)c3ccccc32)CC1 (centres undefined)	97.3	nt	99.5	97.8	107.6	102.6	111.5	102.7	116.8
CC(=O)c1ccc(OCC(=O)Nc2nc(-c3ccc(C)cc3)cs2)cc1	107.6	103.1	97.3	90.5	115.8	95.8	114.2	100.4	89.5
Cc1ccc(NC(=O)N=Nc2c(O)[nH]c3ccccc23)cc1	84.2	79.0	95.7	85.3	103.1	82.8	96.5	107.7	89.4
CCOC(=O)c1sc2nc(-c3cc4ccccc4o3)cc(-c3ccc(Cl)cc3)c2c1N	89.2	81.2	103.8	88.6	109.5	111.6	115.0	112.3	98.9
Fc1ccc2c(CN3CCO[C@H](COc4cccc(Cl)c4)C3)c[nH]c2c1	64.9	63.0	85.7	36.3	30.2	74.6	69.1	47.3	75.5
Oc1ccc(C2=N/C(=N\c3[nH]c(-c4ccc(O)cc4)cc3-c3ccccc3)C(c3ccccc3)=C2)cc1	96.0	95.3	109.1	90.3	97.9	90.3	104.1	99.5	97.1
CN(C)CCCN(Cc1ccccc1O)C(=S)Nc1ccc(Cl)cc1	94.5	106.4	107.1	96.0	102.2	98.1	113.1	103.8	108.3
Cc1ccc2[nH]c(O)c(N=NC(=O)c3cc4ccccc4[nH]3)c2c1	98.5	90.6	103.7	83.3	100.5	97.1	115.2	104.5	98.6
CC(=O)Nc1ccc(N=NN(C)C)cc1	103.1	102.3	96.0	nt	103.0	95.0	102.8	97.7	104.3

Looked up above.
`O=C(c1nc2ccccc2[nH]1)C1C(c2ccc(Cl)cc2)C2CC3CCCC[C@H]3N2[C@@]12C(=O)Nc1cc(Cl)ccc12` (some centres undefined) in NCI-H23 reads 58.6
`Oc1ccc(C2=N/C(=N\c3[nH]c(-c4ccc(O)cc4)cc3-c3ccccc3)C(c3ccccc3)=C2)cc1` in NCI-H226 reads 96.0

Continued:
SMILES	NCI-H226	IGROV1	SK-OV-3	NCI-H522	NCI-H460	NCI-H322M	COLO 205	NCI/ADR-RES	NCI-H23
CCOC(=O)c1c(N2CCCC2)[nH]c(=O)c(C=Nc2cc(Cl)cc(Cl)c2)c1O	91.6	96.4	107.1	87.0	108.2	104.2	115.7	106.3	93.7
COc1ccc(Nc2cc(C)nc(NCc3ccccc3)n2)cc1	nt	37.5	92.5	19.9	11.9	61.9	3.5*	77.8	56.0
CC1(C2CC2)NC(=O)NC1=O (centres undefined)	104.7	97.0	108.9	94.8	115.0	109.6	115.2	101.5	92.8
Nc1cccc(O)c1	98.2	101.3	108.0	nt	107.4	103.5	113.9	106.3	101.5
Nc1nnc(-c2ccccc2)o1	97.8	95.9	98.0	89.9	104.1	97.8	nt	99.3	98.8
N#Cc1c(-c2ccc(Cl)c(Cl)c2)nc(Nc2nc3ccccc3s2)[nH]c1=O	94.6	96.0	99.8	73.5	102.2	99.9	103.7	97.8	92.1
O=C(Cc1csc2nc(-c3ccc(Cl)cc3)cn12)N/N=C/c1ccccc1O	56.2	11.7	52.7	49.2	18.5	51.4	16.5	41.3	59.5
O=C(CSc1nc2sc3c(c2c(=O)n1-c1ccccc1)CCCCC3)N/N=C/c1ccc(F)cc1	86.9	62.1	73.4	44.3	1.1*	67.5	33.0	22.9	37.7
Cn1c(=O)c2[nH]c(N/N=C/c3ccccc3)nc2n(C)c1=O	110.0&109.1	112.1&124.0	110.5&121.9	91.5&107.1	105.0&111.0	111.1&129.0	123.9	108.3&107.5	109.5&102.4
N#Cc1n[nH]n2c1nc(=O)c1sc3c(c12)CCCC3	99.4	100.4	98.2	nt	101.9	99.2	104.5	102.4	98.9
CNC(=O)CSc1nc2ccccc2c(=O)n1-c1ccc(S(=O)(=O)Nc2ccc(Cl)nn2)cc1	108.6	105.8	107.8	106.4	113.2	105.6	117.1	109.0	108.6
COC(=O)/C=C/CC[C@H](N)C(=O)O	108.4[20 µM]	102.6[20 µM]	105.0[20 µM]	84.7[20 µM]	107.3[20 µM]	99.4[20 µM]	104.4[20 µM]	103.6[20 µM]	97.4[20 µM]
COc1ccc2[nH]c(C(=O)N3CCN(C(=O)OCc4ccc5c(Cl)cc(Cl)c(O)c5n4)CC3)cc2c1	-4.5*	-96.4*	44.7	-70.8*	-58.9*	29.1	-81.6*	-2.4*	-85.8*
COc1ccc2oc(=O)cc(CN3C(=O)S/C(=C\c4ccc(Cl)cc4)C3=O)c2c1	92.3	102.2	113.5	79.6	102.5	104.0	136.0	94.6	90.9
Fc1ccc(-n2cc(COc3ncnc4c3cnn4-c3ccccc3)nn2)cc1Cl	nt	111.4	89.4	72.6	103.0	95.4	113.2	105.0	100.4
Cc1cc(O)c(/C=N/C(N)=S)c(=O)o1	97.5	99.2	110.4	103.8	107.2	104.5	109.9	97.1	91.1
NCCCS	106.4	108.4	98.8	106.0	111.5	108.0	107.8	nt	104.2
O=C(CCc1nnc2sc(-c3ccc(O)cc3)nn12)c1nc2ncccc2[nH]1	86.6	86.9	93.8	83.4	100.6	97.9	103.6	95.3	90.6
C=C1CCC2C3(C)COC(c4ccco4)OC3CCC2(C)C1CC(NCc1ccccc1)C1=CCOC1=O (centres undefined)	60.8	81.7	87.1	74.5	82.7	90.0	94.0	67.7	78.4
O=C1C(Cl)C(c2ccc(Br)cc2)N1n1cnnc1 (centres undefined)	100.4	100.7	79.3	88.9	108.1	93.3	nt	102.6	100.8
CCCCNC(=O)Oc1ccc(/C(=C(/C)Cc2ccc(OC)cc2)c2ccc(OCCN(C)C)cc2)cc1	98.0	98.6	92.8	78.4	79.6	87.4	62.8	90.7	90.9
O=c1ccc(=O)n(-c2nc(O)c(N=Nc3c(Cl)cccc3Cl)s2)[nH]1	91.3	103.4	102.2	100.1	105.7	101.1	107.7	105.4	104.4
CC(C)c1cc(NC(=O)Cc2ccc(F)c(Cl)c2)n(Cc2ccccc2)n1	97.5	99.6	96.3	90.0	103.0	101.5	98.6	99.9	96.4
O=C(Nc1ccccc1C(=O)NCC1CC1)c1cccs1	88.1	118.4	110.2	nt	105.4	125.6	115.9	100.6	109.0
Cc1ccc(C2=C(Br)C(=O)c3nc(C)ccc3C2=O)cc1	69.3	47.9	47.1	52.1	33.2	77.3	74.4	58.9	63.7
CC(=O)OC[C@H]1O[C@@H](NS(=O)(=O)c2ccc(C)cc2)C(OC(C)=O)[C@@H](OC(C)=O)C1OC(C)=O (some centres undefined)	105.0	108.0	96.0	78.4	nt	112.0	107.7	96.3	102.1
CN1C(=O)c2c3ccccc3nc3c2c1c(O)c1ccccc13	96.2	107.1	95.3	86.3	102.0	94.7	104.8	94.6	86.5
Cc1cc(N2CCCC2)nc(NC2CCCC(Nc3ccnc4cc(Cl)ccc34)C2)n1 (centres undefined)	-56.2*	-27.5*	-29.0*	-76.3*	-66.3*	-42.6*	-90.7*	-10.1*	-41.4*
Nc1ccc(N=Nc2ccc(/C=C/c3ccc(N=Nc4ccc(N)c5ccccc45)cc3S(=O)(=O)O)c(S(=O)(=O)O)c2)c2ccccc12	89.4	87.6	85.6	102.2	95.5	107.8	89.9	95.8	84.8
CN(C)c1ccc(/C=C(\C#N)c2ccc([N+](=O)[O-])cc2)c(Cl)c1	98.4	98.6	99.4	79.6	107.2	105.6	120.3	nt	91.6
O=C(CSc1nc2sc3c(c2c(=O)n1-c1ccc(Cl)cc1)CCCC3)N/N=C/c1ccc(OCc2ccccc2)cc1	106.4	99.6	138.1	100.9	42.0	104.9	123.8	104.4	nt
CCOC(=O)C1=C(C)N=C2SC=C(c3ccccc3)N2[C@H]1c1cn[nH]c1-c1ccc(Cl)cc1	66.4	-24.4*	62.5	-56.8*	43.3	78.7	57.1	69.4	51.2
CN1C(Cl)=NS(=O)(=O)c2ccccc21	100.5	104.1	103.2	95.3	102.4	93.3	109.7	99.6	96.6
Cc1ccc(S(=O)(=O)C/C(=N\NC(=O)c2ccc(S(N)(=O)=O)cc2)c2cc3ccccc3o2)cc1	nt	92.9	nt	91.6	99.1	94.9	nt	100.6	94.4
Cc1cc(O)c(C(C)C)cc1NC(=O)Nc1ccc([N+](=O)[O-])cc1	101.5&94.4	107.7&95.0	115.0&112.8	79.9&77.8	99.2&99.3	113.8&110.8	113.0&106.4	103.8&110.2	98.8&98.6
O=C(O)CCCC1CCCCC1	94.4	105.6	110.1	99.7	110.7	98.9	108.7	101.3	99.1
COc1ccc2c(c1)[n+]([O-])c(C#N)c(NC(=O)c1ccco1)[n+]2[O-]	97.7	117.8	91.2	98.1	107.4	95.2	96.2	110.6	99.9
[O-][n+]1onc(-c2ccccc2)c1N=C/C=C/c1ccccc1	96.3	100.4	118.5	97.2	108.2	100.3	105.5	98.0	84.5
O=C(c1ccc(-n2c(=O)[nH]c3ccccc3c2=O)cc1)N1c2ccccc2Sc2ccccc21	80.0	84.3	111.2	78.1	98.8	91.0	100.7	87.2	88.1
CN1CCN(c2nc(-c3csc(-c4ccncc4)n3)cc3ccccc23)CC1	98.1	56.8	86.4	55.7	78.2	82.1	39.6	68.0	71.8
O=C(NC(=S)Nc1ccc(-c2ccccc2)cc1)c1ccccc1	nt	103.5	101.8	68.6	108.0	95.4	104.2	105.7	99.3
CCCCOc1ccc(CCC(=O)O)cc1OCCCC	90.0	106.1	108.0	94.7	103.2	104.2	113.5	105.6	95.8
NS(=O)(=O)c1ccc(-n2ncc3c(=O)[nH]c(CN4CCN(c5cc6c(cc5F)c(=O)c(C(=O)O)cn6C5CC5)CC4)nc32)cc1	100.4	92.8	106.9	91.8	101.1	101.9	114.3	94.4	87.9
CN(C)CCCN(Cc1ccccc1O)C(=S)Nc1ccccc1	101.4	111.3	111.2	97.0	100.3	101.4	112.0	115.8	112.7
O=Cc1ccc([N+](=O)[O-])o1	103.7&88.9	102.9&106.6	98.5&107.1	101.9&99.8	107.9&104.7	102.3	99.1&111.8	100.6&119.2	95.4
O=C1Nc2ccccc2/C1=C/c1ccc[nH]1	nt	49.7	nt	90.9	85.9	88.0	106.4	99.9	84.9
